Screening results: PubChem BioAssay, several laboratories
HEK293 NOD2/NF-kB: NOD2 signaling inhibitors, cell-based, luminescence, uHTS, HEK293 (AID 1566); 290,000 compounds, 0.63% hits; inhibition, % at 4 µM; hits with a dose series show EC50 in µM; HEK293 NOD2/NF-kB luciferase reporter, luminescence; higher % means a stronger effect; note: many of its hits are not listed in these tables
AID2073: inhibitors of Mint1-CaV2.2 protein interaction, biochemical, HTRF (AID 2073); HTRF protein-protein interaction, Mint1-CaV2.2; higher % means a stronger effect; Voltage-dependent N-type calcium channel subunit alpha-1B (Homo sapiens); 290,000 compounds, 0.19% hits; inhibition, % at 20 µM, or IC50 in µM where a hit was titrated; in the data active = inhibition mostly above about 51%, no sharp cut-off; note: some results filed as inactive read as strong as hits
KOR beta-arrestin-1: KOR agonists, beta-arrestin recruitment, primary screen, cell-based, luminescence, uHTS (AID 1777). Kappa-type opioid receptor (Homo sapiens). KOR beta-arrestin recruitment, luminescence; higher % means a stronger effect. activation, % at 10 µM, or EC50 in µM where a hit was titrated. 280,000 compounds, 0.02% hits; in the data active = activation above about 50%, passing the limit was not always enough; note: a part of the inactive calls stands beside numbers as strong as those of hits
M17LAP inhibition: P. falciparum M17LAP inhibitors, primary screen, biochemical, fluorogenic H-Leu-NHMec substrate, 1536-well (AID 1619); recombinant M17LAP, H-Leu-NHMec fluorogenic kinetic assay; higher % means a stronger effect; Leucine aminopeptidase (Plasmodium falciparum (isolate 3D7)); 220,000 compounds, 0.38% hits; one-dose inhibition, % at 30 µM; IC50 in µM for titrated hits;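 active = compound inhibiting the enzyme by more than half at any dose during confirmatory dose-response retesting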;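 note: plate controls were full reaction with DMSO carrier for no effect and no enzyme background for full effect; strong numbers were not always called active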
Dynein transport: inhibitors of GR-EGFP nuclear translocation, primary screen, dynein cargo transport inhibitor project, imaging, high-content, 3617.4 mouse cells; z-score, hits read low; test concentration mostly 20 µM; stimulated with dexamethasone, 1 µM; stronger effect = lower value; 220,000 compounds, 0.47% hits;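 active = plate z-score of nuclear minus cytoplasmic receptor signal below a set negative limit, without overly bright fluorescence or cell loss, cut at about -3.5 in these data, passing the limit was not always enough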;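 note: z-score of nuclear minus cytoplasmic ring GR-EGFP intensity difference per well; some compounds called inactive have numbers as strong as hits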
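Buffer or medium: tet-free, stripped-serum medium; Also added: dexamethasone, 1.0 µM final; Technique: high-content fluorescence imaging after fixation; Times: 48 h induction, 1 h compound, 30 min dex at 37 °C; Read-out: per-cell GR-EGFP intensity, nucleus versus surrounding cytoplasmic ring, well-averaged.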
GPR55 activation: GPR55 agonists via beta-arrestin recruitment, primary screen, imaging, U2OS cells, beta-arrestin-GFP redistribution (AID 1961). G-protein coupled receptor 55 (Homo sapiens). U2OS GPR55 beta-arrestin-GFP redistribution imaging; higher % means a stronger effect. one-dose activation, % at 10 µM; EC50 in µM for titrated hits. 290,000 compounds, 0.048% hits;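 active = activation above 40% with more than 50 cells counted in the well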;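 note: U2OS osteosarcoma cells stably expressing GPR55 and beta-arrestin-GFP; plate controls were DMSO negative control for no effect and LPI positive control for full effect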
KOR beta-arrestin-2: KOR antagonists, beta-arrestin recruitment, cell-based, luminescence, uHTS (AID 1778) | Kappa-type opioid receptor (Homo sapiens) | KOR beta-arrestin recruitment, luminescence, antagonist mode; higher % means a stronger effect | inhibition, % at 10 µM, or IC50 in µM where a hit was titrated | 290,000 compounds, 0.091% hits; note: strong numbers were not always called active
M1AAP inhibition: P. falciparum M1AAP inhibitors, biochemical, fluorogenic H-Leu-NHMec substrate, 1536-well (AID 1445) | recombinant M1AAP, H-Leu-NHMec fluorogenic kinetic assay; higher % means a stronger effect | inhibition, % at 30 µM, or IC50 in µM where a hit was titrated | 220,000 compounds, 0.42% hits;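 active = primary inhibition above the hit cutoff, then over 50% inhibition at one or more dose response concentrations, cut at about 23% in these data, passing the limit was not always enough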;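 note: plate controls were DMSO full reaction for no effect and no enzyme background for full effect; strong numbers were not always called active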
NOD1 NF-kB reporter: NOD1 signaling inhibitors, primary screen, cell-based, luminescence, uHTS (AID 1578); NOD1-driven NF-kB luciferase reporter cells, luminescence; higher % means a stronger effect; one-dose inhibition, % at 4 µM; EC50 in µM for titrated hits; 290,000 compounds, 1% hits; in the data active = inhibition mostly above about 36%, no sharp cut-off; inactive = mostly below about 34%;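 note: HEK-293T reporter cells stimulated with the NOD1 agonist gamma-tri-DAP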
Dynein transport cytoplasmic EGFP: second read-out of Dynein transport, no call of its own (marks repeat the call); z-score; measured here: cytoplasmic GR-EGFP intensity; stronger effect = higher value
Dynein transport nuclear GR-EGFP: recorded beside Dynein transport, whose call it bears; z-score; measured here: nuclear GR-EGFP intensity;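 lower value marks the stronger effect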
Dynein transport cell count: further read-out of Dynein transport, marked with its call; z-score; measured here: cell count per field
* hit, by the source's call; x = no result given; [ ] = dose if it differs, or a comment. Cut-off read from the data, not from the text of the source, unless noted: active = inhibition above about 50%; inactive = the rest. These rows are one share of the data (hit frequency here may not be typical).

Fields: HEK293 NOD2/NF-kB | AID2073 | KOR beta-arrestin-1 | M17LAP inhibition | Dynein transport | Dynein transport cytoplasmic EGFP | Dynein transport nuclear GR-EGFP | Dynein transport cell count | GPR55 activation | KOR beta-arrestin-2 | M1AAP inhibition | NOD1 NF-kB reporter
[1] COc1ccc(NC(=O)c2cc3c(Cl)nc4ccccc4c3s2)c(OC)c1
  -4% | 9% | 2.2% | -9% | 1 | -0.078 | 1 | -2.1 | -0.2% | -23% | 9% | -32%
[2] CCOC(=O)c1cnc2c(-c3ccccc3)cnn2c1C
  -57% | -4% | -2.3% | -1% | 0.21 | -0.27 | 0.22 | 0.0073 | -0.2% | 27% | 3% | -60%
[3] COc1cc(/C(C)=N\NC(N)=S)cc(OC)c1OC
  3% | -2% | -4.4% | -4% | -1.1 | -0.26 | -0.75 | 0.83 | -0.2% | 20% | 14% | -31%
[4] O=C(Cc1ccccc1)NC(NNc1ccccc1)(C(F)(F)F)C(F)(F)F
  15% | 15% | -0.4% | 6% | -0.21 | -0.19 | 0.0018 | -0.43 | 0.1% | -18% | -3% | -8%
[5] CCCc1ccc2oc(C(=O)N3CCN(CCC(N)=O)CC3)c(C)c2c1
  6% | 6% | 0.6% | x | x | x | x | x | -0.4% | -48%[20 µM] | x | -23%
[6] COc1ccc(CCN2CC(C(=O)NCCN3CCCC3=O)CCC2=O)cc1 (stereo not drawn)
  -7% | 6% | -4.3% | x | x | x | x | x | -0.1% | 29% | x | 9%
[7] Cc1cccc(NCc2nc3ccccc3n2C)c1
  -63% | -4% | 2.6% | 4% | 0.47 | -0.14 | 0.2 | 0.051 | 0.2% | -29% | 11% | -52%
[8] Cc1cccc(C)c1NC(=O)CS(=O)CC(=O)NCC1OCCc2ccccc21 (stereo not drawn)
  18% | -7% | 1.2% | 0% | 0.46 | -0.28 | 0.34 | 0.17 | -0.6% | -20% | 4% | -19%
[9] Oc1ccc(-c2csc(Nc3ncccn3)n2)cc1O
  -88% | 20% | -1.8% | 6% | -0.83 | -0.17 | -0.42 | -0.57 | -0.3% | 6% | 5% | -69%
[10] Cc1nc2c(C)cccc2c2c1CCS2
  16% | -8% | -0.9% | 2% | -0.28 | -0.23 | 0.17 | 0.86 | -0.2% | 28% | -1% | 0%
[11] CCOc1cc2[nH]c(=O)n(CCCCCC(=O)NC3CCCC3)c(=O)c2cc1OCC
  9% | 7% | -0.8% | x | x | x | x | x | 0.0% | -21% | x | -9%
[12] COc1ccc(C(=O)N(C)CC2CCN(CCc3cccc(C(F)(F)F)c3)CC2)cc1C
  -2% | 6% | -2.3% | x | x | x | x | x | -0.2% | -6%[20 µM] | x | 4%
[13] Cc1cccc(C(CC(=O)N2CCCCC2)c2ccccc2)c1O (stereo not drawn)
  2% | 5% | -0.1% | x | x | x | x | x | 0.4% | -10% | x | -16%
[14] CC(NCc1ccc2c(c1)OCO2)c1ccccc1 (stereo not drawn)
  1% | 6% | 11% | x | x | x | x | x | 0.1% | -46%[20 µM] | x | -8%
[15] COc1ccc(-c2csc(C)n2)cc1Br
  -15% | 12% | -1.1% | 11% | 0.24 | -0.29 | 0.32 | 0.26 | -0.8% | 10% | 5% | -11%
[16] O=C(O)C1C2C=CC(O2)C1C(=O)NCCc1cccc(Cl)c1 (stereo not drawn)
  1% | -3% | -13% | 26% | -0.5 | -0.099 | -0.27 | 0.66 | -0.1% | -34%[20 µM] | 9% | -27%
[17] CN1CCN(C(=S)NC(=O)c2ccc(S(=O)(=O)N3CCOCC3)cc2)CC1
  9% | 6% | 0.0% | 6% | 1.8 | -0.27 | 1.7 | -1.1 | -0.1% | -4%[20 µM] | 13% | -18%
[18] O=C(CCCN1C(=O)c2ccccc2C1=O)Oc1ccc(Cl)cc1
  -3% | 14% | 4.5% | 7% | 0.86 | -0.098 | 0.31 | -0.61 | 0.0% | -15% | 5% | 15%
[19] O=C(O)c1ccccc1C(=O)NNc1ccc(Cl)cc1Cl
  -20% | 6% | -4.3% | -2% | 0.23 | -0.085 | 0.39 | 0.19 | 0.4% | 24% | -1% | -48%
[20] N#C/C(C(=S)Nc1ccccc1)=C1/NN=C(N2CCOCC2)N1c1ccccc1
  11% | 8% | -1.7% | 1% | -0.62 | -0.37 | 0.18 | 1.3 | -0.4% | 19% | -3% | -25%
[21] CC1(c2ccccc2)NC(=O)N(CC(=O)NCc2ccc3c(c2)OCO3)C1=O (stereo not drawn)
  -1% | 2% | -2.6% | x | x | x | x | x | -0.2% | -4% | x | -27%
[22] O=C(Nc1ccc(Oc2ccccc2)cc1)C1CCN(c2ncccn2)CC1
  11% | 18% | 3.9% | 5% | 0.46 | -0.18 | -0.063 | -0.024 | 0.2% | -18% | -8% | -7%
[23] Nc1ccccc1SCC(=O)Nc1ccc(N2CCOCC2)cc1
  -31% | 12% | 5.0% | 9% | 0.64 | -0.2 | 1.2 | -0.32 | -0.1% | 24% | 4% | -30%
[24] CCCN(c1ccc(C(=O)OC)cc1)S(=O)(=O)c1ccccc1
  -19% | -1% | 5.5% | -1% | -0.62 | -0.26 | -0.25 | 0.46 | -0.1% | 19% | 3% | -18%
[25] CC(C)(CO)CNC(=O)c1ccc2nc(Cc3cccc(Cl)c3)oc2c1
  -16% | 5% | 2.6% | x | x | x | x | x | -0.1% | -17%[20 µM] | x | 9%
[26] Cc1ccccc1NC(=O)N1CCN(C/C=C/c2ccccc2)CC1
  14% | 0% | -1.0% | -3% | -0.28 | -0.25 | -0.14 | 0.41 | 0.0% | 5% | -4% | -32%
[27] O=C(NCc1ccc(Cl)cc1)C1CCN(c2cnccn2)CC1
  5% | -2% | 2.6% | 14% | 0.49 | -0.28 | -0.28 | -0.47 | 0.0% | -17% | 7% | -3%
[28] COCCNC(=S)N/N=C(\C)c1cccc(OC)c1
  11% | -7% | -1.7% | -3% | 0.81 | -0.36 | 0.68 | 0.45 | 0.0% | 20% | 3% | -44%
[29] Clc1ccc2c(N/N=C/c3cccc(Br)c3)ccnc2c1
  -22% | 1% | 2.4% | -6% | -0.9 | -0.26 | -0.78 | 0.71 | -0.1% | -23% | 3% | -44%
[30] O=C(CS(=O)(=O)Cc1ccccc1)Nc1nnc(C(F)(F)F)s1
  1% | 4% | -0.4% | x | x | x | x | x | -0.2% | -7% | x | -51%

Part of the list above, bar-delimited.
entry | Compound | HEK293 NOD2/NF-kB | AID2073 | KOR beta-arrestin-1 | M17LAP inhibition | Dynein transport | Dynein transport cytoplasmic EGFP | Dynein transport nuclear GR-EGFP | Dynein transport cell count | GPR55 activation | KOR beta-arrestin-2 | M1AAP inhibition | NOD1 NF-kB reporter
5 | CCCc1ccc2oc(C(=O)N3CCN(CCC(N)=O)CC3)c(C)c2c1 | 6% | 6% | 0.6% | x | x | x | x | x | -0.4% | -48%[20 µM] | x | -23%
6 | COc1ccc(CCN2CC(C(=O)NCCN3CCCC3=O)CCC2=O)cc1 (stereo not drawn) | -7% | 6% | -4.3% | x | x | x | x | x | -0.1% | 29% | x | 9%
7 | Cc1cccc(NCc2nc3ccccc3n2C)c1 | -63% | -4% | 2.6% | 4% | 0.47 | -0.14 | 0.2 | 0.051 | 0.2% | -29% | 11% | -52%

Following part.
Fields: HEK293 NOD2/NF-kB | AID2073 | KOR beta-arrestin-1 | M17LAP inhibition | Dynein transport | Dynein transport cytoplasmic EGFP | Dynein transport nuclear GR-EGFP | Dynein transport cell count | GPR55 activation | KOR beta-arrestin-2 | M1AAP inhibition | NOD1 NF-kB reporter
[31] O=C(NC1CCCCCC1)c1cc(S(=O)(=O)N2CCOCC2)ccc1N1CCCCC1
  -1% | -9% | 3.7% | 2% | -0.19 | -0.21 | -0.26 | -0.13 | -0.1% | 3% | 4% | -22%
[32] O=C(Nc1ccccc1C(=O)O)c1cc(S(=O)(=O)N2CCCCC2)cs1
  10% | 22% | x | 26% | 0.068 | -0.3 | 0.35 | 0.65 | 0.2% | -19%[20 µM] | 6% | -32%
[33] COc1ccc(NC(=O)c2ccco2)cc1NC(=O)c1ccccc1F
  -5% | 12% | 3.2% | x | x | x | x | x | 0.2% | -23% | x | -41%
[34] COc1ccc(C(=O)OCC(=O)Nc2nnc(-c3ccccc3)o2)cc1
  4% | -3% | -4.4% | x | x | x | x | x | 0.0% | -13% | x | -44%
[35] N/C(CN1CCCC1=O)=N\O
  5% | -5% | 1.1% | 7% | -1.3 | -0.18 | -0.58 | 1 | -0.3% | 11% | 0% | 0%
[36] CCN(CC)S(=O)(=O)c1cc(C(=O)OCC(=O)Nc2cccc(S(=O)(=O)N(C)C)c2)ccc1F
  8% | 1% | 1.0% | -4% | -0.88 | -0.34 | -0.25 | 0.86 | -0.2% | -13% | 3% | -4%
[37] C=CCOC(=O)C1=C(C)Nc2nnnn2C1c1cccs1 (stereo not drawn)
  21% | 22% | 0.3% | 1% | -1.1 | -0.2 | -1.1 | 0.64 | -0.2% | 0% | 1% | 13%
[38] Cc1cc(S(=O)(=O)N2CCOCC2)ccc1OCC(=O)Nc1ccc(F)c(Cl)c1
  7% | 2% | -2.6% | x | x | x | x | x | 0.0% | 16% | x | -17%
[39] CCc1ccc(N2C(=O)CN(Cc3cccs3)C2=S)cc1
  -10% | 1% | -3.1% | 0% | -0.018 | -0.33 | 0.29 | 0.51 | -0.7% | -20% | -1% | -17%
[40] Cc1ccc(C)c(OCCSc2nnc(-c3cccnc3)n2N)c1
  -1% | -10% | -1.5% | 19% | 1.2 | -0.24 | 0.56 | -1.2 | -0.3% | 18% | 0% | -10%
[41] FC(F)(F)c1cccc(Oc2cc(C(F)(F)F)nc(-c3ccccn3)n2)c1
  24% | 23% | 13% | -2% | -0.49 | -0.2 | -0.57 | 1.3 | 0.2% | -6% | -2% | -4%

Only GPR55 activation, Dynein transport nuclear GR-EGFP and Dynein transport cell count, for some of the entries so far:
cpd	Molecule	GPR55 activation	Dynein transport nuclear GR-EGFP	Dynein transport cell count
37	C=CCOC(=O)C1=C(C)Nc2nnnn2C1c1cccs1 (stereo not drawn)	-0.2%	-1.1	0.64
38	Cc1cc(S(=O)(=O)N2CCOCC2)ccc1OCC(=O)Nc1ccc(F)c(Cl)c1	0.0%	x	x
